MBD2 inh: inhibitors of MBD2 binding to methylated DNA, primary screen, biochemical, TR-FRET, DNA-binding domain, human | Methyl-CpG-binding domain protein 2 (Homo sapiens), Q9UBB5 | MBD2 binding to methylated oligonucleotide | inhibition, % at 4.4 µM | 370,000 compounds, 0.31% hits; in the data active = inhibition above about 13%
LEDGF integ inh: blockers of LEDGF/p75-dependent integrase strand transfer – biochemical, TR-FRET, high throughput, primary screen; HIV-1 integrase (with human LEDGF/p75); TR-FRET IN-LEDGF/p75 DNA integration, Eu/Cy5; inhibition, % at 3.7 µM; 370,000 compounds, 0.64% hits; AID 743269, 2014;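 active = inhibition above the screen-wide mean plus 3 SD, cut at about 13% in these data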;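 note: signal is the Cy5 over europium emission ratio at 671 and 618 nm; 0% = plate median of compound wells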
PRMT1 inh: PRMT1 methyltransferase inhibitors, primary screen, biochemical, fluorescence polarization | Protein arginine N-methyltransferase 1 (Homo sapiens), Q99873 | recombinant PRMT1, activity-based probe fluorescence polarization | inhibition, % at 2.79 µM | 370,000 compounds, 1.3% hits | AID 652257, 2013;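 active = inhibition above about 21% made by adding two undisclosed values, limit read from the data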
NPR2 activator: human GC-B receptor activators, primary screen, HEK293 GC-B cells, cGMP TR-FRET, EC30 CNP | 0% at EC30 CNP, 100% saturating CNP | activation, % at 10 µM | 370,000 compounds, 0.11% hits;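 active = activation at 10 µM reaching about 35% in either raw or pattern-adjusted values, limit read from the data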
TCR-CD3 inh: inhibitors of human TCR-CD3 interaction, primary screen, biochemical, fluorescence, TAMRA-labeled TCR probe | inhibition, % at 9.4 µM | 360,000 compounds, 0.37% hits | AID 651800, 2012; in the data active = inhibition above about 19%;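 note: recombinant mutant TCR 2C K166C tagged with TAMRA read by polarization; 0% = receptor in buffer alone and 100% = receptor with positive control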
TDP2 absorb: human TDP2 enzyme inhibitors, primary screen, biochemical, epi absorbance, recombinant enzyme; T5PNP hydrolysis, p-nitrophenol absorbance 415 nm; inhibition, % at 12.8 µM; 370,000 compounds, 0.34% hits;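 active = inhibition above the mean of all tested compounds plus 3 SD, set per campaign, cut at about 25% in these data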;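 note: 0% = DMSO with enzyme and 100% = buffer with substrate but no TDP2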
Target sequence (O95551 whole entry, looked up): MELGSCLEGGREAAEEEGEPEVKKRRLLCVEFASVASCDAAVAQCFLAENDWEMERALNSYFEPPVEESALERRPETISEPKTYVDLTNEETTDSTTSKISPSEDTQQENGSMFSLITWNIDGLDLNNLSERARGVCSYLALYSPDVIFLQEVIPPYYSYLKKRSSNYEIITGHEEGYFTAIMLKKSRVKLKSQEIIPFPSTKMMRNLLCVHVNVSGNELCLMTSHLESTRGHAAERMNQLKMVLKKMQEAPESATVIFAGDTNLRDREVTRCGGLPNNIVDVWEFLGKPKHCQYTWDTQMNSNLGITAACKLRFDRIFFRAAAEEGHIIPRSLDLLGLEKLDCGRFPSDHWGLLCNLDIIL
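Assay system: recombinant human TDP2 / Reagent: T5PNP substrate at 5 mM, a TopII-DNA adduct mimic / Measured by: epi absorbance from released p-nitrophenol / Evaluation: % inhibition relative to enzyme-containing and enzyme-free wells / Control set: enzyme-free and DMSO wells / Replicates: each compound tested once, singlicate / Schedule: enzyme reaction with compound for 2 h at 37 °C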
HTRA1 inh: HTRA1 serine protease inhibitors, primary screen, biochemical, fluorescence polarization, HTS. Q92743. recombinant HTRA1, FP-rhodamine activity-based probe. inhibition, % at 5.96 µM. 340,000 compounds, 0.5% hits; in the data active = inhibition above about 36%;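 note: 0% = enzyme with DMSO and 100% = wells lacking enzyme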
Target sequence (Q92743 whole entry, looked up): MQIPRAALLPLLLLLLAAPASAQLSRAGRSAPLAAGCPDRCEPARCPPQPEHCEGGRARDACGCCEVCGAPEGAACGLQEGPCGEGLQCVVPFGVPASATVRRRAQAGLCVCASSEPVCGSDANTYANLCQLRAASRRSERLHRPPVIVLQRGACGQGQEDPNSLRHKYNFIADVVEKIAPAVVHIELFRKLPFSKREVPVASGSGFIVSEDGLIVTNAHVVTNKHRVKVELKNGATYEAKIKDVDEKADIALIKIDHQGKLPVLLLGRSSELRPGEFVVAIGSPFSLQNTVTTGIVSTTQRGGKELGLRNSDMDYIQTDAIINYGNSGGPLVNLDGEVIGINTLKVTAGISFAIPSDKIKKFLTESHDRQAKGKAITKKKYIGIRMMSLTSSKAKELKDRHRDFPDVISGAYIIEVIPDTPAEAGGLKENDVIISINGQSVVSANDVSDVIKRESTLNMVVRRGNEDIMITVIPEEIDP
rCAG RNA binder: binders of r(CAG) RNA repeats, primary screen, biochemical, fluorescence; r(CAG) RNA repeat, TO-PRO-1 dye displacement fluorescence; inhibition, % at 3 µM; 370,000 compounds, 1.3% hits; AID 651821, 2012;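 active = inhibition above the plate cutoff, the mean of all test compounds on that plate plus 3 SD, cut at about 35% in these data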;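 note: 0% = DMSO alone and 100% = 100 µM mitoxantrone as full dye displacement; higher means more dye released from RNA so lower well fluorescence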
mABHD4 FP: ABHD4 inhibitors, primary screen, biochemical, fluorescence polarization, mouse | purified mABHD4, FP-Rh probe fluorescence polarization | 370,000 compounds, 0.54% hits | (Lyso)-N-acylphosphatidylethanolamine lipase (Mus musculus), Q8VD66 | inhibition, % at 8.92 µM;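 active = inhibition exceeding the mean over every tested compound plus 3 SD, cut at about 30% in these data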;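 note: 0% = plate median of compound wells and 100% = S159A mutant with DMSO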
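Assay system: Wild-type mouse ABHD4 protein | Medium: HEPES pH 7.0 buffer, 150 mM NaCl, 0.01% Pluronic F-127 | Incubation: Enzyme–compound pre-incubation 45 min, then probe 60 min, both 25 °C | Technique: Fluorescence polarization with parallel and perpendicular emission, 525/598 nm | Evaluation: % inhibition of FP-Rh probe binding versus controls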
SIAE inh: human SIAE inhibitors, primary screen, biochemical, fluorescence polarization, FP-Rh probe, 1536-well HTS | 370,000 compounds, 0.69% hits | inhibition, % at 9.66 µM | Sialate O-acetylesterase (Homo sapiens), Q9HAT2 | SIAE FP-Rh probe binding;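 active = inhibition above a cutoff: mean of compounds within the control limits plus 3 SD of those, cut at about 17% in these data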;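 note: 0% = plate median of compound wells and 100% = probe without SIAE protein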
An asterisk follows results filed as active; x = no result given.

SMILES | MBD2 inh | LEDGF integ inh | PRMT1 inh | NPR2 activator | TCR-CD3 inh | TDP2 absorb | HTRA1 inh | rCAG RNA binder | mABHD4 FP | SIAE inh
CCCC1CCC2(CCCN2CCOC(=S)NCc2cccc(C)c2)CC1 (stereo unspecified) | 1 | 0 | 1 | -4 | x | -4 | x | x | 7 | 0
Nc1nnc(SCC(=O)Nc2cccc3ccccc23)s1 | 1 | -6 | 5 | 3 | -9 | -1 | 1 | 0 | -1 | 0
Cc1c(Cl)cccc1NC(=O)C(=O)NNC(=O)c1ccccc1F | -4 | 4 | -10 | 2 | 7 | 3 | 3 | 3 | -6 | -8
Cc1ccc(-c2cn3nc(C)c(C)nc3n2)cc1 | 0 | 2 | 2 | 5 | 0 | 6 | 3 | -2 | 7 | -6
Cc1nc(CCNC(=O)CC2C(=O)NCCN2CC(C)C)nc2c1CCC2 (stereo unspecified) | -5 | -1 | 1 | 3 | 2 | 15 | 1 | -6 | 2 | 0
CCOC(=O)[C@]12CCCCC/C=C\1N(CCc1ccc(Cl)cc1)C(=O)[C@H]2CC(=O)N1CCOCC1 | -4 | -2 | 1 | 4 | x | 7 | x | 0 | 2 | 6
CN(C)C(=O)COC(=O)c1ccccc1OCC(=O)Nc1ccc(SC(F)F)cc1 | 8 | -2 | 7 | 0 | -8 | -3 | -9 | -5 | -15 | -14
CCCN1CCN(CCCNC(=O)c2cc3c(=O)oc4ccc(C)cc4c3s2)CC1 | 0 | 3 | 0 | -10 | 2 | 1 | 4 | 2 | 2 | -2
O=C(NCCc1ccc(Cl)cc1)C1CCN(C(=O)c2ccc(F)cc2)CC1 | 0 | 0 | -2 | -1 | -3 | 5 | -6 | -6 | 2 | 0
COc1ccc2nc(C)cc(N3CCOCC3)c2c1 | 0 | -1 | -4 | 1 | -1 | -3 | 11 | -4 | -3 | 1
COC(=O)C1=C(O)/C(=C/c2cccc(OC)c2O)N=C1C | -13 | -4 | -1 | -5 | -2 | 0 | 5 | 3 | 2 | 10
CC(C)Oc1cccc(-c2n[nH]c(=S)n2N=Cc2ccc(O)cc2O)c1 | 0 | 0 | 37* | -1 | x | 9 | x | 16 | 13 | -2
Cc1cc(C)n(CCNC(=O)c2cc(COc3ccc4ncccc4c3)on2)n1 | -3 | -2 | -3 | -3 | 3 | 12 | -4 | -2 | -1 | 4
CN(CCOC(=O)c1cc2ccccc2o1)C1CN(Cc2cn(Cc3ccccc3C(F)(F)F)nn2)S(=O)(=O)C1 (stereo unspecified) | 12 | -2 | 6 | -2 | x | 4 | x | 6 | -15 | -3
CCOc1ccc(C(C)NC(=O)Cc2ccccc2F)cc1OCC (stereo unspecified) | -2 | 1 | -2 | 5 | 2 | -14 | 5 | -5 | -3 | 1
CCOC(=O)C1CCN(Cc2cn[nH]c2-c2ccc(C)cc2)CC1 | 5 | 1 | 3 | 2 | -5 | -6 | 4 | -4 | 0 | 0
Cc1ccc(C2c3[nH]c4ccccc4c3C[C@H]3C(=O)N(c4ccccc4C(=O)N4CCC[C@@H]4C(=O)O)C(=O)N23)cc1 (stereo partly specified) | -2 | 2 | -4 | 2 | 8 | -19 | -10 | 39* | -5 | -13
CC(OC(=O)C1CC(=O)N(Cc2ccco2)C1)C(=O)Nc1ccccc1[N+](=O)[O-] (stereo unspecified) | 0 | 0 | 1 | -3 | 5 | 3 | 11 | -1 | 2 | -3
COc1ccccc1NC(=O)Nc1nc(C(N)Cc2ccc(Cl)cc2)cs1 (stereo unspecified) | 0 | 2 | -2 | -5 | -7 | -4 | x | 16 | 6 | -9
Cc1cc(C)c2c(N=NN3CCCCC3)[nH]nc2n1 | 0 | 2 | 2 | 1 | 0 | 2 | 0 | -2 | 8 | 5
O=C(NNc1cc(C(F)(F)F)nc2ccccc12)Nc1cccc(Cl)c1 | 1 | -1 | 2 | -1 | 3 | 5 | -50 | 8 | -26 | -8
C/C(=N\Nc1nc(N2CCCCCC2)nc(N2CCCCCC2)n1)c1ccccc1 | -6 | -1 | -2 | 3 | 4 | -8 | -11 | 1 | -3 | 0
CCN(C(=O)COc1cccc2cccnc12)C1CCS(=O)(=O)C1 (stereo unspecified) | -2 | -6 | 33* | 3 | -4 | -6 | 4 | 1 | 4 | 2
NS(=O)(=O)c1ccc(N/N=C/c2cn(-c3ccccc3)nc2-c2ccccc2)c([N+](=O)[O-])c1 | -2 | 9 | -2 | -1 | 0 | -4 | 4 | 5 | 2 | -5
Cc1cccc(/C(N)=N/OC(=O)COc2ccccc2Cl)c1 | 2 | 2 | -3 | -2 | 11 | -2 | -19 | -2 | -6 | 5

An excerpt of these results, as tab-separated lines.
compound	MBD2 inh	LEDGF integ inh	PRMT1 inh	NPR2 activator	TCR-CD3 inh	TDP2 absorb	HTRA1 inh	rCAG RNA binder	mABHD4 FP	SIAE inh
CCCC1CCC2(CCCN2CCOC(=S)NCc2cccc(C)c2)CC1 (stereo unspecified)	1	0	1	-4	x	-4	x	x	7	0
Nc1nnc(SCC(=O)Nc2cccc3ccccc23)s1	1	-6	5	3	-9	-1	1	0	-1	0
Cc1c(Cl)cccc1NC(=O)C(=O)NNC(=O)c1ccccc1F	-4	4	-10	2	7	3	3	3	-6	-8
Cc1ccc(-c2cn3nc(C)c(C)nc3n2)cc1	0	2	2	5	0	6	3	-2	7	-6

(cont.)
SMILES | MBD2 inh | LEDGF integ inh | PRMT1 inh | NPR2 activator | TCR-CD3 inh | TDP2 absorb | HTRA1 inh | rCAG RNA binder | mABHD4 FP | SIAE inh
C1CCN=C(Nc2nn[nH]n2)CC1 | 5 | 1 | 0 | 1 | 11 | -16 | 6 | 5 | -8 | -7
O=C(CS(=O)CC(=O)N(c1ccccc1)C(C(=O)NC1CCCCC1)c1ccco1)Nc1ccc(F)cc1 (stereo unspecified) | 4 | -3 | -1 | -6 | 4 | -6 | -2 | -1 | 3 | 0
Cc1ccc(NC(=O)COc2ccc(N3CC(C(N)=O)CC3=O)cc2)c(C)c1 (stereo unspecified) | 1 | 2 | -6 | 0 | -2 | 4 | 3 | -5 | -4 | 9
CC(=O)c1cn(C2OC(CO)C3OC(C)(C)OC32)c(=O)n(C)c1=O (stereo unspecified) | -3 | 2 | -1 | 4 | 0 | -2 | x | -1 | -6 | 8
COC(=O)COc1cccc2c(=O)n(CC(=O)NCCc3ccccc3)ccc12 | -1 | -1 | -1 | 7 | -1 | 3 | -3 | 0 | 8 | 7
CCOC(=O)C(=O)Nc1nnc(SCc2ccc(F)cc2)s1 | 2 | 0 | 3 | -5 | -2 | 10 | -3 | 5 | 4 | 9
COC(=O)c1cc2c(c3c4cc(C)ccc4n(S(=O)(=O)c4cccc(C)c4)c13)C(=O)N(Cc1ccc(C(F)(F)F)cc1)C2 | -1 | 4 | 2 | 4 | 5 | -6 | x | 12 | 0 | -7
O=C(CNS(=O)(=O)c1cccc(C(F)(F)F)c1)NC1CCCCCC1 | 1 | 0 | 3 | -2 | -1 | 5 | -1 | -2 | -6 | -4
O=c1c2[nH]c3ccccc3c2ncn1CCN1CCCCC1 | 5 | -1 | 0 | -5 | -2 | 8 | -6 | -1 | 0 | -1
CC1C(=O)OC(c2ccc(Cl)cc2)C(C)(C)C1=O (stereo unspecified) | 1 | -1 | -1 | 1 | -3 | 16 | 2 | 4 | -2 | 1
Cc1ccc(NC(=O)/C(=C\c2ccc([N+](=O)[O-])cc2)NC(=O)c2ccccc2)cc1 | 11 | -3 | 3 | -1 | -2 | -1 | -7 | 8 | -10 | -16
CCCCN(C(=O)C1CCCO1)c1c(N)n(CC(C)C)c(=O)[nH]c1=O (stereo unspecified) | 0 | 1 | 0 | -2 | -4 | 4 | 8 | 0 | 2 | 2
COc1ccccc1Cn1c(CO)nc2ccccc21 | -5 | 2 | -3 | -2 | -2 | 11 | 3 | -4 | 0 | -4
Cc1ccc(NC(=O)Cc2ccc([N+](=O)[O-])cc2)c(Br)c1 | 3 | -2 | 1 | -1 | -4 | 1 | 2 | 2 | 7 | -3
CC(C)c1ccc(C2CC(=O)c3cnc(N4CCc5ccccc5C4)nc3C2)cc1 (stereo unspecified) | 5 | -1 | -2 | -2 | 2 | 0 | 5 | 1 | -2 | -3
COCCCNC(=O)Cc1c(C)c2c(cc(C)c3c(C(C)(C)C)coc32)oc1=O | 2 | -3 | -3 | 6 | 3 | -4 | -17 | -3 | 1 | -4
O=C1CCN(C(=S)NCc2ccccc2)CC1 | 2 | -3 | 1 | -1 | 0 | 15 | -3 | 1 | 1 | 5
O=C(O)Cc1ccc(NC(=S)Nc2cccc(Cl)c2Cl)cc1 | -2 | -1 | -1 | -1 | -3 | -2 | 0 | 1 | 3 | -2

Three structures from above, ordered by number of heavy atoms, high to low.
SMILES | MBD2 inh | LEDGF integ inh | PRMT1 inh | NPR2 activator | TCR-CD3 inh | TDP2 absorb | HTRA1 inh | rCAG RNA binder | mABHD4 FP | SIAE inh
CC(C)c1ccc(C2CC(=O)c3cnc(N4CCc5ccccc5C4)nc3C2)cc1 (stereo unspecified) | 5 | -1 | -2 | -2 | 2 | 0 | 5 | 1 | -2 | -3
O=C(O)Cc1ccc(NC(=S)Nc2cccc(Cl)c2Cl)cc1 | -2 | -1 | -1 | -1 | -3 | -2 | 0 | 1 | 3 | -2
COc1ccccc1Cn1c(CO)nc2ccccc21 | -5 | 2 | -3 | -2 | -2 | 11 | 3 | -4 | 0 | -4

Exported tab-delimited: two of the compounds above
SMILES	MBD2 inh	LEDGF integ inh	PRMT1 inh	NPR2 activator	TCR-CD3 inh	TDP2 absorb	HTRA1 inh	rCAG RNA binder	mABHD4 FP	SIAE inh
CC(C)c1ccc(C2CC(=O)c3cnc(N4CCc5ccccc5C4)nc3C2)cc1 (stereo unspecified)	5	-1	-2	-2	2	0	5	1	-2	-3
COCCCNC(=O)Cc1c(C)c2c(cc(C)c3c(C(C)(C)C)coc32)oc1=O	2	-3	-3	6	3	-4	-17	-3	1	-4

An excerpt. The share of hits here may be higher or lower than overall.
